# Source: PubChem BioAssay (National Center for Advancing Translational Sciences (NCATS))
# GoLoco inh red – qHTS Assay for Inhibitors of RGS12 GoLoco Motif Activity (Red Fluorophore). Guanine nucleotide-binding protein G(i) subunit alpha-1 (Homo sapiens), P63096. Gai1:RGS12 GoLoco peptide FP, rhodamine, 10 min. Potency, µM (titrated, usually from 61.6 µM), inactives show at the highest dose activity, negative = inhibition, usual class: inhibitors. 0.44% of 230,000 active. AID 880, 2007; active = well fitted inhibition curve with a large enough effect, not every such curve was filed as active; inactive = no such curve, though single readings can be large or run the other way; also: % is scaled to controls: 0 for no effect and ±100 for the full control effect; nearly all actives have a fitted effect of over 30% in size; many of its hits are not listed in these tables
# Target sequence (P63096 whole entry, looked up): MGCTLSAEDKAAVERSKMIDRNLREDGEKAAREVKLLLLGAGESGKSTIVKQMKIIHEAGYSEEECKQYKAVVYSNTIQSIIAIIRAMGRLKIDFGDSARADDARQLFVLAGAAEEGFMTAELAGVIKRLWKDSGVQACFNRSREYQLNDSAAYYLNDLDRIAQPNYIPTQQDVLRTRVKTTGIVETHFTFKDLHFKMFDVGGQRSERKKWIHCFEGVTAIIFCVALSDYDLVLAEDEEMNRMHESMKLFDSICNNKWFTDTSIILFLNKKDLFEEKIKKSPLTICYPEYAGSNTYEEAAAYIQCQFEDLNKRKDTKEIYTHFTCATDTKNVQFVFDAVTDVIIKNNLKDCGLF
# GAA glycogen mod – qHTS Assay for Inhibitors and Activators of Human alpha-Glucosidase Cleavage of Glycogen. Lysosomal alpha-glucosidase (Homo sapiens), P10253. Potency, µM (series often up to 76.4 µM), without a hit: at the top dose activity change, negative = inhibition, usual class: inhibitors. recombinant GAA, glycogen substrate, Amplex Red glucose oxidase fluorescence. 0.38% of 300,000 active;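 also: 0% = full enzyme reaction and -100% = no-enzyme basal signal; the screen sought inhibitors and activators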
#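 Recombinant human alpha-glucosidase (4 nM final) hydrolysed bovine liver glycogen (30 ug) for 40 min at 37 C in pH 5.0 citrate/phosphate with 0.01% Tween-20. Released glucose detected by glucose oxidase/Amplex Red, Ex 573/Em 610 nm. Compounds up to 77 uM; AC50 from Hill fits.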
# aGlu spleen mod – qHTS Assay for Inhibitors and Activators of Human alpha-Glucosidase From Spleen Homogenate; 0.006% of 240,000 active; Lysosomal alpha-glucosidase (Homo sapiens), P10253; human spleen homogenate, 4-MU-alpha-glucoside fluorescence; Potency, µM (doses to about 79.9 µM), for the others: top-dose activity change, negative = inhibition, usual class: inhibitors; AID 2112, 2009;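 also: 0% = enzyme with vehicle and -100% = no enzyme basal signal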
#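 Compounds were titrated against alpha-glucosidase in spleen homogenate at pH 5.0, with 1 mM 4-methylumbelliferyl substrate for 40 min at 37 C. Reactions were quenched with pH 10 NaOH/glycine and fluorescence measured.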
# JMJD2E inh – qHTS Assay for Inhibitors of Human Jumonji Domain Containing 2E (JMJD2E). JMJD2E catalytic domain, FDH-coupled NADH fluorescence (FDH is formaldehyde dehydrogenase). Potency, µM (highest dose often 57.1 µM), without a hit: top-dose activity change, negative = inhibition, hits mostly inhibitors. 1.6% of 230,000 active. AID 2147, 2009; active = well fitted inhibition curve with a large enough effect, not every such curve was filed as active; inconclusive = small, poorly fitted or top-dose-only effect, or another doubt; inactive = no such curve, though single readings can be large or run the other way;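 also: 0% = wells with enzyme and -100% = buffer wells without enzyme; nearly all actives have a fitted effect of over 50% in size; many of its hits are not listed in these tables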
# SMN2 splice enh – qHTS Assay for Enhancers of SMN2 Splice Variant Expression; Potency, µM (series often up to 46.1 µM), without a hit: top-dose activity change, positive = activation, most hits filed as activators; 2.8% of 210,000 active; HEK293 SMN2-luciferase splicing reporter, luminescence, 30-36 h; also: % of control where 0% means no effect; nearly all actives have a fitted effect of over 55% in size
#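 HEK293 cells carry an SMN2 minigene-luciferase reporter in which exon 7 inclusion puts luciferase in frame. Cells were seeded at 2000 cells/well, attached for 10-12 hours, then exposed to compounds for 30-36 hours at 37C before ONE-Glo luminescence.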
# aGal spleen mod – qHTS Assay for Inhibitors and Activators of Human alpha-Galactosidase From Spleen Homogenate; Alpha-galactosidase A (Homo sapiens), P06280; human spleen homogenate, 4MU-alpha-Gal fluorescence, 40 min; Potency, µM (titrated, usually from 80 µM), for the others: top-dose activity change, negative = inhibition, most hits filed as inhibitors; 0.008% of 240,000 active;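 also: 0% = enzyme with vehicle and -100% = no enzyme basal signal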
#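 qHTS titration in buffer at pH 5.0. Alpha-galactosidase activity in spleen homogenate was measured via 4-methylumbelliferone release from 1 mM fluorogenic substrate after 40 min at 37C and a pH 10 stop. AC50 came from Hill fits of control-normalized data.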
# GAA inh – qHTS Assay for Inhibitors of Human alpha-Glucosidase as a Potential Chaperone Treatment of Pompe Disease | Lysosomal alpha-glucosidase (Homo sapiens), P10253 | purified human GAA, 4-MU-alpha-glucoside fluorescence | Potency, µM (series often up to 76.9 µM), inactives show top-dose activity change, negative = inhibition, actives largely listed as inhibitors | 0.005% of 200,000 active | AID 1466, 2008;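 also: plate controls were uninhibited enzyme wells for no effect and no-enzyme background for full effect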
#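 Endpoint fluorogenic read: 20 min room-temperature reaction of 4 nM human alpha-glucosidase with 400 uM 4-methylumbelliferyl-alpha-D-pyranoside, pH 5.0, quenched with 1M NaOH/1M glycine pH 10. AC50 from Hill modeling.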
# ALDH1A1 block – qHTS Assay for Inhibitors of Aldehyde Dehydrogenase 1 (ALDH1A1); Purified ALDH1A1, NADH fluorescence, propionaldehyde substrate; Potency, µM (series often up to 75.3 µM), inactives show top-dose activity, negative = inhibition, actives largely listed as inhibitors; 7.3% of 220,000 active; AID 1030, 2008; active = well fitted inhibition curve with a large enough effect, not every such curve was filed as active; inconclusive = small, poorly fitted or top-dose-only effect, or another doubt; inactive = no such curve, though single readings can be large or run the other way;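 also: plate controls were no enzyme wells and a reference inhibitor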
# Target sequence (P00352 whole entry, looked up): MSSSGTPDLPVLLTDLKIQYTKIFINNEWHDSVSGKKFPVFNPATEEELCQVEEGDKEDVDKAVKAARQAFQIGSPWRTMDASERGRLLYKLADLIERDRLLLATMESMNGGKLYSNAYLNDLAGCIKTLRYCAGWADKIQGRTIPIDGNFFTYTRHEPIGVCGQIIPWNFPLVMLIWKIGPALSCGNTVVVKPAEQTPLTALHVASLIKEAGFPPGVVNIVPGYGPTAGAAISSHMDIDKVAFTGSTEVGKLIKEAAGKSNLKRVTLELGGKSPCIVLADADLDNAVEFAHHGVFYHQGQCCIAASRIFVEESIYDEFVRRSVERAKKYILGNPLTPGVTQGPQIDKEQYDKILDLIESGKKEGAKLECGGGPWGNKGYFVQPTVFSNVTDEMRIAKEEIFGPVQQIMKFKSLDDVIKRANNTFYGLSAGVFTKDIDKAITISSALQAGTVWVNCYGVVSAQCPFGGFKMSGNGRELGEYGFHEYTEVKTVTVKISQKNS
# Active calls of the source: *; ? = inconclusive; · = not tested or not shown; [ ] = remark or other dose. Unless noted, calls follow the shape of the dose curve; as a rule, active = well fitted curve in the direction sought with a large enough effect; inconclusive = small, poorly fitted or top-dose-only effect, or another doubt; inactive = no such curve, though single readings can be large; an effect the other way counts as inactive or inconclusive. Potency is read from the fitted curve at half-maximal effect. An excerpt; rates above refer to the full screens.
SMILES,GoLoco inh red,GAA glycogen mod,aGlu spleen mod,JMJD2E inh,SMN2 splice enh,aGal spleen mod,GAA inh,ALDH1A1 block
CCOC(=O)C1=C(C)NC(C)=C(C(=O)OCC)C1c1cccs1,-14%,-1%,-1%,-2%,-12%[1.84 µM],-4%,-6%,2%
O=C(N/N=C/c1ccccn1)c1cccnc1,6%,-9%,4%,?,·,-4%,-7%[15.4 µM],1%
CC1(c2ccccc2)NC(=O)N(CCOc2ccccc2)C1=O (configuration not stated),4%,1%,2%,9%,-17%,11%,?,22µM*
CCCCOC(=O)/C(=C/C=C/c1ccccc1)NC(=O)c1ccccc1,13%,-8%,1%,?,-11%,4%,-4%,-4%
Cc1cccc(-c2nnc(SCc3cc(=O)[nH]c4ccccc34)n2C)c1,3%,5%,-4%,-5%,-8%,1%,-7%,10%
O=C(CSc1n[nH]c(=O)n1Cc1ccco1)Nc1ccccc1Cl,24%,9%,-4%,-4%,·,2%,·,·
COc1cccc(/C(O)=C2/C(=O)C(=O)N(Cc3cccnc3)C2c2ccco2)c1 (configuration not stated),0%,3%,-6%,0%,2%,-7%,1%,0%
Cc1c(C(=O)OC2CCCCC2)sc2nc[nH]c(=O)c12,6%,-1%,-8%,-3%,-1%,2%,-3%,?
CCOC(=O)c1oc2nc(CC(C)C)c3c(c2c1N)CCCC3,8%,-1%,-3%,?,·,-11%,·,·
Cc1cnn(Cc2cccnc2)c1N,13%,-6%,8%,2%,·,-4%,·,·
O=C(c1ccccc1Br)N1CCCC(c2nc(-c3cccs3)no2)C1 (configuration not stated),-3%,2%,8%,-18%,-48%[inhibitor],-2%,-5%,?
Cc1ccc(NC(=O)CSc2nc(N)cc(=O)[nH]2)cc1Cl,5%,-13%,-1%,9%,1%,1%,2%,9%
Cn1c(=O)c2c(nc(N3CCCCCC3)n2CC(O)COc2ccc(Cl)cc2)n(C)c1=O (configuration not stated),1%,5%,-2%,-4%,-19%,-10%,-6%,11µM*
Nc1nc(-c2ccc([N+](=O)[O-])cc2)cs1,·,13%,-9%,-3%,·,-2%,-5%,-6%
CC(C)(C)c1ccc(C(=O)NNC(=O)Cc2ccccc2)cc1,4%,3%,-6%,0%,13%,-6%,-1%,?
COc1ccc(-c2cc(-c3n[nH]c(=S)n3-c3ccccc3Cl)[nH]n2)cc1,9%,?,1%,1%,5%,6%,-4%,?
O=C(O)CSCCOc1ccc(OCCSCC(=O)O)cc1,7%,-2%,2%,-9%,-5%,4%,-22%,3%
O=C(NCc1ccc2c(c1)OCO2)c1ccc(CSCc2cccc(Cl)c2)o1,-7%,-3%,-6%,-1%,0%[1.84 µM],5%,-8%,-6%
CCOc1ccc(CNc2ccc3c(c2)nc(C)n3C)cc1,-3%,-22%,-9%,?,-17%,-6%,-11%,?
CCSc1nc2ccccc2n1CC(=O)N1CCOCC1,-9%,6%,0%,6%,8%,3%,-3%,0%
COc1cccc(C(=O)Nc2cc3c(cc2Br)OCCCO3)c1,-1%,1%,-5%,-5%,10µM*,3%,-25%,?
COC(=O)c1sccc1NC(=O)Nc1cc(C)ccc1C,-5%,10%,-1%,-25%,0%,-1%,0%,12%
Cc1ccc(S(=O)(=O)N2CCN(c3cnn(C)c(=O)c3Cl)CC2)cc1,7%,-2%,-18%,13%,10%,-10%,-11%,7%
N=c1sccn1CC(=O)N1N=C(c2ccc(Cl)cc2)CC1c1ccco1 (configuration not stated),7%,6%,2%,-2%,28%,-12%,?,4%

# Reformatted: results already given
# Order of results: GoLoco inh red	GAA glycogen mod	aGlu spleen mod	JMJD2E inh	SMN2 splice enh	aGal spleen mod	GAA inh	ALDH1A1 block
- CCOC(=O)c1oc2nc(CC(C)C)c3c(c2c1N)CCCC3
  8%	-1%	-3%	?	·	-11%	·	·
- Cc1cnn(Cc2cccnc2)c1N
  13%	-6%	8%	2%	·	-4%	·	·
- O=C(c1ccccc1Br)N1CCCC(c2nc(-c3cccs3)no2)C1 (configuration not stated)
  -3%	2%	8%	-18%	-48%[inhibitor]	-2%	-5%	?
- Cc1ccc(NC(=O)CSc2nc(N)cc(=O)[nH]2)cc1Cl
  5%	-13%	-1%	9%	1%	1%	2%	9%
- Cn1c(=O)c2c(nc(N3CCCCCC3)n2CC(O)COc2ccc(Cl)cc2)n(C)c1=O (configuration not stated)
  1%	5%	-2%	-4%	-19%	-10%	-6%	11µM*
- Nc1nc(-c2ccc([N+](=O)[O-])cc2)cs1
  ·	13%	-9%	-3%	·	-2%	-5%	-6%

# Next results follow.
SMILES,GoLoco inh red,GAA glycogen mod,aGlu spleen mod,JMJD2E inh,SMN2 splice enh,aGal spleen mod,GAA inh,ALDH1A1 block
Cc1cc(/C=C\c2nc(O)c([N+](=O)[O-])c(=O)[nH]2)c(C)n1-c1ccccc1,3%,2%,1%,-10%,12%,4%,-12%,?
Cc1oc(-c2cccc(F)c2)nc1CN1CCCCC1CCn1cccn1 (configuration not stated),11%,-1%,3%,5%,·,7%,-23%,?
CCOc1ccc2nc(NC(=O)C3=NN(c4ccccc4)C(=O)CC3)sc2c1,0%,-10%,-2%,-11%,21%,-3%,-11%,-5%
COC(=O)c1sc(NC(=O)CSc2nnnn2-c2ccc(C)cc2C)nc1C,5%,-3%,2%,8%,-5%,11%,-8%,2%
CC(C1CC1)N(Cc1ccccc1)C(=O)NC(=O)c1ccc(F)cc1 (configuration not stated),12%,2%,0%,0%,-8%,-3%,1%,6%
COc1cc(/C=C/C(=O)OCC(=O)N2CC(=O)Nc3ccccc32)ccc1O,4%,?,-3%,?,·,0%,·,·
N#CCCCS(=O)(=O)c1ccccc1,-2%,·,-4%,12%,9%,5%,·,5%
O=C(Cc1nn[nH]n1)Nc1ccc(F)cc1F,3%,7%,-12%,-6%,·,0%,0%,10%
CCSC1(SCC)N=C(N)C2(C#N)C(c3ccccc3)NC(C)=C(C)C12C#N (configuration not stated),9%,0%,-2%,-18%,?,8%,?,-16%
O=C(O)CCC(=O)N1CCC(C(=O)c2cccc(Cl)c2)CC1,2%,-1%,7%,-4%,9%,5%,0%,14%
O=C1Nc2ccccc2C12Nc1ccccc1-c1nc3ccccc3n12 (configuration not stated),2%,-12%,-10%,-6%,-30%,0%,3%,-5%
O=c1cc(N2CCOCC2)[nH]c(=O)n1-c1ccc(Br)cc1,-6%,1%,1%,1%,-17%,3%,-6%,4%
COc1cc(C2OCC3C(c4cc(OC)c(OC)c(OC)c4)OCC23)cc(OC)c1OC (configuration not stated),4%,-4%,7%,3%,·,11%,·,·
Cc1nn(-c2ccccc2)c(Cl)c1C(=O)Nc1ccccc1,0%,-1%,6%,8%,-6%,10%,-4%,-34%
COc1ccc(CN2C(=O)CCC2(C)C(=O)NC2CCCC2)c(OC)c1 (configuration not stated),6%,4%,6%,-1%,7%,-2%,6%,13%
Cc1ccc(-c2nnn(CC(=O)N(c3ccccc3)C(C(=O)NCC3CCCO3)c3ccc(Cl)cc3)n2)cc1 (configuration not stated),-49%,15%,-5%,0%,-3%,6%,3%,7%
Cn1c(/C(C#N)=C(\O)c2ccc(S(=O)(=O)N3CCCCC3)cc2)nc2ccccc21,9%,7%,1%,?,-26%,1%,-3%,?
Cc1onc(-c2ccccc2)c1C(=O)Nc1nc2c(s1)C(=O)CC(C)(C)C2,4%,-7%,1%,-21%,-10%,-9%,2%,?
Cc1ccc(S(=O)(=O)c2nc(Nc3ccccc3C#N)sc2Cl)cc1,9%,18%,6%,-19%,-21%,7%,-6%,-1%
CC(=O)c1ccc(OCC(O)CN2CCN(CC(O)COc3ccc(C(C)=O)cc3)CC2)cc1 (configuration not stated),-6%,5%,1%,12%,-16%,3%,-1%,11%
O=C(Nc1ccccc1)c1ccccc1CC[N+](=O)[O-],-2%,3%,-9%,9%,6%,-7%,-4%,3%
NC(=O)c1ccc(NC(=O)COC(=O)CCCN2C(=O)c3cccc4cccc(c34)C2=O)cc1,7%,0%,2%,?,-11%,6%,?,·
O=C(Nc1ccccc1Cl)C1C2CCC3C(CCC21)C3(Cl)Cl (configuration not stated),8%,7%,5%,2%,-12%,3%,-2%,-1%
CCCn1c(NCCO)nc2ccccc21,7%,-3%,-8%,4%,-15%,-6%,-5%,11%
COc1ccc(OC)c(/C(O)=C/C(=O)C(=O)Nc2ccccc2OC)c1,1%,-15%,-5%,-15%,-11%,-11%,-2%,2%
Cc1ccccc1NC(=O)c1cc([N+](=O)[O-])ccc1NCCN1C(=O)CCC1=O,3%,12%,-4%,1%,·,-1%,-4%,?
O=C(CCCCn1c(=O)[nH]c2ccccc2c1=O)NCCc1c[nH]c2ccccc12,7%,-7%,0%,6%,8%,11%,4%,?
